# From PubChem BioAssay
# ABCB1 block = blocks JC-1 efflux by human ABCB1 transporter. P08183. CCRF-Adr cells, flow cytometry. inhibition, % at 6.6 µM. 190,000 tested, 0.067% active. AID 1326; in the data active means inhibition above about 40%;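 further: 0% = vehicle and 100% = reference inhibitor; higher value means more JC-1 retained so stronger ABCB1 efflux block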
# Target sequence (P08183 whole entry, looked up): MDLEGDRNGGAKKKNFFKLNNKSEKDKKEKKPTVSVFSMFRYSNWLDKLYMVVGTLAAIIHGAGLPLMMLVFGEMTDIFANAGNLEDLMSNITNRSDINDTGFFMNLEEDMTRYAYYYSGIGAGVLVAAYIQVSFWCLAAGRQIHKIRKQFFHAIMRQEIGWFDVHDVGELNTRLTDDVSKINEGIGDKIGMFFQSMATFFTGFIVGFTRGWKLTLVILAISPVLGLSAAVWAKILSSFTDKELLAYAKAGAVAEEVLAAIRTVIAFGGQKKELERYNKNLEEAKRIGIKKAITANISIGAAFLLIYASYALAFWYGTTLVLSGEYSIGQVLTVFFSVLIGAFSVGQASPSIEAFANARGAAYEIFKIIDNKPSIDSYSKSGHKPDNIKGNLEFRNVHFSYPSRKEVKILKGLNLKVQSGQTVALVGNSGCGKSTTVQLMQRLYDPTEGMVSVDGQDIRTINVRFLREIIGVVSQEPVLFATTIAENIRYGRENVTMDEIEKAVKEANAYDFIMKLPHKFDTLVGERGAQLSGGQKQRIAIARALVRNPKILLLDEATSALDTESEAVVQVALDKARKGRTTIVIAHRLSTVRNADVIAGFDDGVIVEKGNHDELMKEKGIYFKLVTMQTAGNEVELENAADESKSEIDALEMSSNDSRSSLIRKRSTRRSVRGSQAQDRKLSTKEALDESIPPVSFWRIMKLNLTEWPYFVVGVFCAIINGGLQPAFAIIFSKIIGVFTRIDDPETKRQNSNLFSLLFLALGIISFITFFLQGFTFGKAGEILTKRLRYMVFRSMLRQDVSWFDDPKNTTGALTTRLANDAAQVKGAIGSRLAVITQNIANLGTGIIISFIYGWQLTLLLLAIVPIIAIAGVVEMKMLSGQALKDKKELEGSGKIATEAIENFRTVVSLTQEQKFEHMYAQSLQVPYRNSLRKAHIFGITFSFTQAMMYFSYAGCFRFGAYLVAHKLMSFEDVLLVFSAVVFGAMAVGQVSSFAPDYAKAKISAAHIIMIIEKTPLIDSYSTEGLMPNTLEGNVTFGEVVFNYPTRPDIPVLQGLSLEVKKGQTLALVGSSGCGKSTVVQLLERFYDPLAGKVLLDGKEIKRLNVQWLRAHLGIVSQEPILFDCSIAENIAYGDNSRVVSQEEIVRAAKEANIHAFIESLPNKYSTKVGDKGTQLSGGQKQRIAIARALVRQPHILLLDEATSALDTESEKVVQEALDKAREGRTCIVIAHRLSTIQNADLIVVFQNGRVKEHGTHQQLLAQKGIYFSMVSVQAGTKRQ
# RGS8-Gao = human RGS8-Galphao interaction regulation | P09471 | 220,000 tested, 0.34% active | multiplexed bead flow cytometry, RGS8-Galphao binding; actives lie on both sides | AID 1423 | response (percent of control binding), % at 10 µM; in the data active means response below about 60% or above about 140%; inactive means in between;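 further: Galphao activated as the GDP aluminium fluoride complex binding bead-coupled RGS8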
# Pf gamet viab = inhibitors of late stage P. falciparum gametocyte viability. AID 743093. 150,000 tested, 0.065% active. inhibition, % at 10.9 µM. P. falciparum stage V gametocytes, ATP luminescence, 24 h;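 active means inhibition above the mean plus 3 SD of compounds within the control limits, set per campaign, cut at about 38% in these data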;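 further: 0% = DMSO wells and 100% = medium only without gametocytes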
# Mcl1-Noxa inh = disrupts binding of human Mcl-1 to Noxa peptide. Q07820. TR-FRET Mcl-1/Noxa peptide binding, 2 h. inhibition, % at 21.7 µM. 220,000 tested, 1.5% active;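 active means compounds that cut the protein-peptide binding signal by more than 50% relative to plate controls in a single-dose test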;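 further: His-tagged Mcl-1 with rhodamine Noxa BH3 peptide and terbium anti-His antibody; 0% = Mcl-1 plus Noxa peptide wells and 100% = peptide-only wells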
# RGS7-Gao reg = modulates binding of RGS7 to human Galphao | P09471 | Multiplexed bead flow cytometry; actives lie on both sides | binding response (% of control), % at 10 µM | 220,000 tested, 0.35% active | AID 1439; in the data active means binding response below about 49% or above about 150%; inconclusive means no clear call, values can overlap the other calls; inactive means in between;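 further: fluorescent Galphao held in activated GDP-AlF4 state binding bead-coupled RGS7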
# Mcl1-Bid inh = Mcl-1/Bid interaction inhibition; Q07820; TR-FRET Mcl-1/Bid-Dy647 peptide binding, 1536-well; inhibition, % at 21.7 µM; 220,000 tested, 0.97% active;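 active means compounds that cut the binding signal by more than half at the single screening dose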;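 further: His-tagged Mcl-1 with europium anti-His antibody binding Bid BH3 peptide; 0% = Mcl-1 plus peptide wells and 100% = peptide-only wells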
# ABCG2 block = blocks JC-1 efflux by human ABCG2 transporter; IgMXP3 cells, flow cytometry; inhibition, % at 6.6 µM; Q9UNQ0; AID 1325; 190,000 tested, 0.1% active;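 active means inhibition above 80%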;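 further: 0% = DMSO and 100% = nicardipine control wells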
#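 Times: 10 min at 25 °C | Test system: Two drug-resistant human cell lines, ABCG2 and ABCB1 | Quantity: 3 million cells/mL final, two lines in 1:1 ratio | Signal: Flow cytometry, 530 nm JC-1 signal | Dosing: Compound at 6.6 µM | Controls: Nicardipine and DMSO wells | Reagent: JC-1 as fluorescent efflux pump substrate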
# RGS4-Gao reg = human RGS4-Galphao interaction regulation | Multiplexed bead flow cytometry, RGS4-Galphao binding; actives lie on both sides | binding response (% of control), % at 10 µM | 220,000 tested, 0.33% active | AID 1415; in the data active means binding response below about 49% or above about 150%; inactive means in between;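 further: fluorescent Galphao activated with aluminum fluoride binding bead-coupled RGS4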
# Avidin fluor = avidin bead compound fluorescence profile; Avidin beads, compound fluorescence 488/530 nm, flow cytometry; stronger effect = higher value; fluorescence (KMESF) at 10 µM; 220,000 tested, 0.38% active; AID 1775; in the data active means fluorescence above about 47; further: inactives centre near 10
# GSH fluor = compound fluoresces at 488/530 nm on GSH beads. GSH beads flow cytometry, compound fluorescence 488/530 nm; stronger effect = higher value. fluorescence (KMESF) at 10 µM. 190,000 tested, 0.25% active. AID 1776; in the data active means fluorescence above about 89;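 further: glutathione beads carrying GST-tagged Bcl family fusion proteins plus one bare bead set; values are compound well signal with DMSO vehicle wells as background; inactives centre near 16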
# Bim-Mcl-1 = human Bim-Mcl-1 interaction inhibition; AID 1009; Q07820; inhibition, % at 10 µM; 190,000 tested, 0.1% active; Bead-based flow cytometry, Bim peptide-Mcl-1 binding; in the data active means inhibition above about 40%;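 further: 0% = no compound tracer wells and 100% = peptide blocker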
# An asterisk follows results filed as active; ? = inconclusive; . = no result given.
SMILES,ABCB1 block,RGS8-Gao,Pf gamet viab,Mcl1-Noxa inh,RGS7-Gao reg,Mcl1-Bid inh,ABCG2 block,RGS4-Gao reg,Avidin fluor,GSH fluor,Bim-Mcl-1
Cc1cc(=O)[nH]c(SCc2cccc3cccnc23)n1,1.2,101,15,9,?,-20,28,102,12,15,-1
CCOc1ccc(-n2cc(-c3ccc(OC)c(OC)c3)[nH]c2=S)cc1,0.6,89,9,47,?,-9,14,101,9,12,-5
COC(=O)c1cc(N=C(N)N=C(N)N)cc(C(=O)OC)c1,.,82,-27,23,?,26,.,74,4,.,.
CCOC(=O)/C(C#N)=C/c1cccn1-c1ccc(Cl)cc1,.,104,-18,3,?,-3,.,98,5,.,.
CC1(C(=O)NC2CCCCCCC2)CCC(=O)N1Cc1cccs1 (stereo not given),1.0,101,.,7,98,12,2,103,6,38,0
CC(C)N(C(=S)Nc1cccc(S(=O)(=O)N(C)C)c1)c1ccccc1,.,102,14,27,?,-29,.,103,3,.,.
CCc1cc2c(NCc3ccco3)ncnc2s1,0.2,101,.,31,98,16,1,99,8,21,0
O=C(Nc1ncc2c(n1)-c1ccccc1CC2)c1ccc(Cl)cc1,1.3,102,1,15,101,11,31,101,12,37,-5
CCn1c(C)nc2cc(C(=O)NNC(=S)Nc3ccc(Cl)cc3)ccc21,.,102,-28,-80,?,-198,.,91,7,.,.
CCCN(CCC)CC(O)Cn1cc(/C=C/C(=O)c2cccs2)c2ccccc21 (stereo not given),3.5,103,-40,-53,105,-9,1,105,2,6,2

# Looked up above.
# `CCOc1ccc(-n2cc(-c3ccc(OC)c(OC)c3)[nH]c2=S)cc1` @ RGS4-Gao reg: 101
# `CCc1cc2c(NCc3ccco3)ncnc2s1` @ RGS4-Gao reg: 99
# `CC1(C(=O)NC2CCCCCCC2)CCC(=O)N1Cc1cccs1` (stereo not given) @ GSH fluor: 38

# Next part.
SMILES,ABCB1 block,RGS8-Gao,Pf gamet viab,Mcl1-Noxa inh,RGS7-Gao reg,Mcl1-Bid inh,ABCG2 block,RGS4-Gao reg,Avidin fluor,GSH fluor,Bim-Mcl-1
COc1ccc(/C=N/NC(=O)c2cccnc2)cc1CN1CCOCC1,.,100,10,-11,?,-11,.,93,8,.,.
Cc1ccc(NC(=O)c2c3c(nc4ccccc24)CCC3)cc1S(=O)(=O)N(C)C,0.9,91,6,47,87,-25,2,89,7,13,-5
CC(C)COc1ccc(CNC(=S)NCc2ccccc2)cc1,0.0,100,.,18,101,-57,0,98,9,8,0
Cc1cc(C)n2nc(C(=O)OCCOc3ccc(Br)cc3)nc2n1,0.4,101,11,-7,101,-14,4,102,13,33,-13
O=C(O)C1Sc2[nH]c(=O)sc2C2c3ccc(O)cc3OC(=O)C12 (stereo not given),0.5,102,15,41,?,-46,2,107,12,11,0
CC(/C=N/N1CCN(c2ccc(C)cc2)CC1)=C\c1ccccc1,0.9,102,.,15,103,-12,7,101,3,10,-3
COc1ccc(CNC(=O)CSc2cc(=O)n(C)c3ccccc23)cc1,0.1,98,-4,3,99,5,2,104,13,11,-2
CC(C)CCNC(=O)C(c1ccco1)N(Cc1ccccc1)C(=O)c1snc(C(N)=O)c1N (stereo not given),2.5,94,.,17,99,6,6,81,25,25,-4
O=C(CSc1nnc(-c2cccnc2)n1CCc1ccccc1)NCc1ccccc1,1.3,104,.,2,102,2,7,101,6,15,-5
O=[N+]([O-])c1ccc(NCc2ccc(Cl)cc2)nc1,.,100,7,0,?,0,.,103,7,.,.
COc1ccc(Cn2c(-c3ccc(C)cc3)c[n+]3ccccc23)cc1,0.9,100,25,6,99,-5,12,100,11,9,-16
Cc1ccc(-n2ncc(C#N)c2/N=C/N2CCN(C)CC2)cc1,0.5,111,2,21,99,-11,3,102,11,38,1
COc1cc2c(cc1OC)/C(=C/c1ccc(Cl)cc1)C(=O)OC2,0.4,102,.,8,101,1,2,100,4,9,-3
CCN(CC)c1ccc(NC(=O)c2cc(OC)cc(OC)c2)c(C)c1,-0.3,103,13,.,101,-20,-1,101,10,26,-1
Cc1ccc(NC(=O)CN(C)C(=O)Cn2ccsc2=N)cc1,0.2,96,-15,18,?,-24,-1,97,11,13,0
N#CC1=C(SCC(=O)Nc2ccccc2)NC(=O)CC1c1ccco1 (stereo not given),0.1,103,.,-2,101,-15,1,99,20,18,-3
COc1ccc(C(=O)Nc2n[nH]c(-c3ccncc3)n2)cc1,-6.6,102,.,-37,101,-1,0,100,15,29,0
CCCCCCn1c(C(C)O)nc2ccccc21 (stereo not given),0.7,102,-19,7,102,-3,1,103,14,20,-4
Cc1[nH][nH]c(=O)c1C(c1ccc(-c2ccc(F)cc2)o1)c1c(C)[nH][nH]c1=O,0.6,99,22,-14,95,-64,4,96,9,10,13
CCOC(=O)c1c(C)[nH]c(C(=O)N2CCN(c3ccc(OC)cc3)CC2)c1C,2.0,101,-29,47,?,-34,10,100,18,14,-2

# In the list so far, these contain two or more sulfur atoms.
SMILES,ABCB1 block,RGS8-Gao,Pf gamet viab,Mcl1-Noxa inh,RGS7-Gao reg,Mcl1-Bid inh,ABCG2 block,RGS4-Gao reg,Avidin fluor,GSH fluor,Bim-Mcl-1
CC(C)N(C(=S)Nc1cccc(S(=O)(=O)N(C)C)c1)c1ccccc1,.,102,14,27,?,-29,.,103,3,.,.
O=C(O)C1Sc2[nH]c(=O)sc2C2c3ccc(O)cc3OC(=O)C12 (stereo not given),0.5,102,15,41,?,-46,2,107,12,11,0

# (list continues)
SMILES,ABCB1 block,RGS8-Gao,Pf gamet viab,Mcl1-Noxa inh,RGS7-Gao reg,Mcl1-Bid inh,ABCG2 block,RGS4-Gao reg,Avidin fluor,GSH fluor,Bim-Mcl-1
CC(C)(C)c1ccc(NC(=O)c2c(F)cccc2Cl)cc1,.,104,6,-3,?,5,.,102,5,.,.
O=C(/C=C/c1cccc([N+](=O)[O-])c1)NCCSCc1ccccc1Cl,0.7,100,2,19,99,-9,8,98,11,14,0
OCCC1CN(Cc2ccc(-c3ccco3)cc2)CCN1Cc1ccsc1 (stereo not given),0.5,103,-1,-3,98,-62,-1,100,12,13,0
Cc1ccc(Cl)cc1NC(=O)C(Cc1ccccc1)N1C(=O)C2C3CCC(C3)C2C1=O (stereo not given),0.8,102,.,4,97,-16,2,98,3,9,-2
Cc1ccc(-n2nnnc2SCC(=O)NC(C(=O)O)(c2ccccc2)c2ccccc2)cc1C,-0.4,103,-3,4,105,-9,-1,104,3,10,-6
Cc1ccc(/C=N/NC(=O)c2sccc2OCc2ccc(F)cc2)cc1,2.0,98,.,2,98,-26,7,100,30,13,-1
O=C(NCc1ccccc1)c1ccc2nnsc2c1,.,99,-15,0,?,0,.,101,6,.,.
COc1ccc(CC(=O)N2CCCc3ccccc32)cc1OC,0.6,96,.,-1,101,-16,9,100,10,34,-2
Cc1cc(C)c2nc(N)sc2c1,0.2,98,.,-29,97,-46,6,96,14,31,-4
CC(=O)Nc1ccc(NC(=S)NC(=O)c2oc3ccccc3c2C)cc1,-0.3,101,.,-1,100,12,-1,100,5,21,-6
COC(=O)c1sccc1NC(=O)c1csc2c1CCCC2,0.8,99,.,24,95,1,6,97,29,15,0
COc1ccc([N+](=O)[O-])cc1N1C(=O)c2cccc3cccc(c23)C1=O,.,107,-20,7,104,-39,7,106,6,12,0
Cc1nc(-c2ccc(C#N)cc2)cs1,.,100,-12,-3,?,-8,.,98,5,.,.
CCc1ccc2c(c1)C(c1ccc([N+](=O)[O-])cc1)=NNC(c1ccc(Br)cc1)=N2,-0.3,92,5,11,91,11,-6,94,2,12,-2
COCc1cc(/C=N\NC(=O)COc2ccc(Cl)cc2)ccc1OC,-0.4,95,-7,-3,95,-20,-1,93,15,16,-3
CC(=O)Nc1cccc(-c2nnc(SCC(=O)n3c4c(c5ccccc53)CCCC4)n2C)c1,0.2,100,.,14,95,-44,2,98,35,17,-5
NS(=O)(=O)c1cccc(NC(=O)CNC(=O)CC23CC4CC(CC(C4)C2)C3)c1,-0.6,100,.,5,101,-14,-3,101,13,14,0
COc1ccc2c(CC(=O)N(C)CC3COc4ccccc4O3)coc2c1 (stereo not given),1.4,97,7,-9,96,-9,4,95,7,70,0
O=C(Nc1ccc2c(c1)OCCO2)c1oc2ccccc2c1NC(=O)C1CC1,0.0,103,-7,12,100,-17,0,99,11,74,0
COC(=O)c1ccc(C(=O)OC)c(NC(=O)C(C)(C)C)c1,0.6,102,-19,22,106,5,10,103,21,11,-2
CCOc1ccc(/C=N/n2cc(-c3ccccc3)[nH]c2=S)cc1,-0.7,88,.,53*,?,-19,-4,98,7,13,-9
COc1ccc(CNC(=O)C2Cc3ccccc3CN2C(=O)c2ccco2)cc1 (stereo not given),1.1,103,1,11,106,-21,0,102,11,25,-4
Cc1cc(C)n(/N=C/c2c[nH]c3ccccc23)c(=O)c1,0.4,105,11,-8,107,-6,4,109,31,24,-5
CCOc1ccc(C(=O)Nc2cccc(NC(=O)c3cccs3)c2)cc1[N+](=O)[O-],0.7,100,4,9,104,-5,-1,102,14,9,-6
Cn1cc(S(=O)(=O)Nc2ccc(OC(F)(F)F)cc2)c(=O)n(C)c1=O,.,101,1,-11,?,8,.,100,7,.,.
CCn1ncc(C(=O)Nc2cccc(Cl)c2)c1C,0.4,102,12,-14,104,-23,2,104,4,9,-6
CCOC(=O)c1sc(NC(=O)c2cccs2)nc1C,-0.1,110,.,-22,105,3,-1,105,5,8,-3
Cc1sc2c(c1C)c(=O)n(-c1ccccc1)c1nncn21,0.4,113,-6,23,118,-12,4,118,.,14,0
COc1cc2ncnc(NCc3ccccc3C)c2cc1OC,0.9,98,.,13,98,-22,1,99,13,29,0
CCCc1cc(C(=O)N2CCN(c3ccccc3C)CC2)cs1,0.6,105,1,5,106,-23,3,104,7,28,0
Cc1ccc(-c2cc(=O)c3cc(F)ccc3[nH]2)cc1,0.8,100,.,10,100,-1,23,101,11,18,0
CCC(CC)NC(=O)Cc1ccccc1OC,0.2,101,16,-19,103,-42,1,101,12,43,0
Cc1cc2c(c(SCC(=O)Nc3ccc(C)c(C)c3)n1)C(=O)OC2,0.9,103,9,9,98,-18,31,100,9,12,-2
C/C(=N\NC(=O)C(=O)Nc1cccc(Cl)c1C)c1ccncc1,0.5,98,-8,2,99,-3,9,103,12,3,2
NC(=O)c1ccccc1N/C=C/C(=O)c1ccc(F)cc1,0.2,101,.,16,103,-35,1,101,36,18,0
COc1ccc([C@@H]2C[C@@H](c3ccccc3)Oc3cc(OC)cc(OC)c32)cc1,.,103,.,8,?,-19,.,104,11,.,.
CS(=O)(=O)Nc1nc2n(n1)C(c1ccccc1)C=C(c1ccc(Br)cc1)N2 (stereo not given),-0.1,99,.,18,99,26,0,98,34,17,0
Cc1ccc(-n2cc(CNCCCN3CCCC3=O)c(-c3ccc(F)cc3)n2)cc1,6.8,100,-9,16,104,-49,5,101,6,18,0
O=S(=O)(/C=C/c1ccccc1)N1CCN(c2nc(-c3cccnc3)nc3ccccc23)CC1,6.6,98,4,-2,99,-33,7,100,11,14,0
CCCCOC(=O)c1cccc(NC(=O)CCC(=O)O)c1,0.7,101,-15,9,106,-21,1,100,15,10,-1
